Screening data deposited in PubChem by several laboratories.
GRK2 inh = blocks RNA aptamer binding to human GRK2; 330,000 compounds, 0.59% hits; P25098; inhibition of aptamer binding, % at 10 µM; bead flow cytometry, FAM-aptamer displacement from GRK2;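 active = inhibition of aptamer binding above 40%, roughly 3 SD of noise, on plates passing a quality check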;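 note: median bead fluorescence of bound FAM aptamer so fluorescent compounds give negative values; no value below 0 was filed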
Target sequence (P25098 whole entry, looked up): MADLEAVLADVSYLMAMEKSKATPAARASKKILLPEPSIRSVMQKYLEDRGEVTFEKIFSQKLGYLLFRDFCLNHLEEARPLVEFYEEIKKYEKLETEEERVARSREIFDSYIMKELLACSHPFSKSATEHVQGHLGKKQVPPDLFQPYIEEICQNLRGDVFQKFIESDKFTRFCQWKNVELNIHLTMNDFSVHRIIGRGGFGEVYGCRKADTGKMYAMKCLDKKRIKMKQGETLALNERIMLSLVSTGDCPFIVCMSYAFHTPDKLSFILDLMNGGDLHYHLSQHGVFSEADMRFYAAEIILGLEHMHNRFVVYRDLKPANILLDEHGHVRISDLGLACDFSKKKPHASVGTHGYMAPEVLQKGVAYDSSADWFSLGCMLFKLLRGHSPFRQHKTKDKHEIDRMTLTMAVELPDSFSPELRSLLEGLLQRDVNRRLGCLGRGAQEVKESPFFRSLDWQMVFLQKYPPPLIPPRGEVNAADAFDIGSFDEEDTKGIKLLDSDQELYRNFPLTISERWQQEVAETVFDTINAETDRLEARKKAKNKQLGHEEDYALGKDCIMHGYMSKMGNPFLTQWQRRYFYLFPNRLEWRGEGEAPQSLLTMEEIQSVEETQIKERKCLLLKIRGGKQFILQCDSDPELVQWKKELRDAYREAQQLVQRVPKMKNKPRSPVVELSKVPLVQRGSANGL
PP1 inh = PP1-alpha (human) inhibition in PP5 counter-screen; purified PP1alpha, OMFP fluorescence; inhibition, % at 6.7 µM; 320,000 compounds, 0.9% hits; AID 2235;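 active = inhibition above the mean inhibition of all tested compounds plus 3 SD, computed separately for each screening campaign, cut at about 15% in these data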
Target sequence (P62136 whole entry, looked up): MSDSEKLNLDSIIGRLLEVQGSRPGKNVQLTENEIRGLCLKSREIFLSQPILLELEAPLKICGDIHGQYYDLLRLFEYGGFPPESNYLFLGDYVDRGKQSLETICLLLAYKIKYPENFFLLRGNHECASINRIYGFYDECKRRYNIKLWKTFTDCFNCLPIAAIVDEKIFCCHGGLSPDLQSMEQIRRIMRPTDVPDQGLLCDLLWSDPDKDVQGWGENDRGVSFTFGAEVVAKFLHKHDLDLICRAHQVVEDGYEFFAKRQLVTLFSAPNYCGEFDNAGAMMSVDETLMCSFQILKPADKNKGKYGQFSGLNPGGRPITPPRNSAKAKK
proCasp7 act = counter-screen for procaspase-3 activators: activators of human procaspase-7. 330,000 compounds, 0.093% hits. P55210. activation, % at 8.5 µM. recombinant procaspase-7, Ac-DEVD-pNA absorbance 405 nm; D23A/D198A/D206A triple mutant, cannot self-cleave; scale: DMSO 0, 5 µM enzyme 100;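 active = percent activation above the screen-wide mean plus 3 SD, cut at about 25% in these data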
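Assay system – Uncleavable procaspase-7 mutant enzyme · Quantity – 2 µM procaspase-7 mutant as dispensed · Times – 1 h preincubation, 2 h reaction · Dosing – single nominal 8.5 µM compound dose, 0.8% DMSO final · Buffer or medium – Zinc-free 50 mM HEPES buffer, pH 7.4, with NaCl and Triton X-100 · Detection – Epi-absorbance of released pNA at 405 nm, two timepoints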
VLA-4 inh = inhibition in a human VLA-4 binding assay; P13612; VLA-4 expressing cells, ligand binding flow cytometry; inhibition, % (about 7 µM as worked out from the volumes in the protocol); 330,000 compounds, 0.2% hits; in the data active = inhibition above about 50%
Fh CTSL1 inh = cathepsin L1 inhibition, PFM18AAP counter-screen; 300,000 compounds, 0.49% hits; recombinant F. hepatica cathepsin L1, Z-Leu-Arg-MCA fluorescence; inhibition, % at 5.96 µM; AID 1906;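 active = inhibition above the mean of all tested compounds plus 3 SD, set per screening campaign, cut at about 17% in these data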;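 note: 0% = plate median of test compound wells and 100% = 1 µM Z-Phe-Ala-diazomethylketone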
PP5 primary = blocks human protein phosphatase 5 activity. 320,000 compounds, 0.18% hits. P53041. purified PP5c, OMFP substrate fluorescence. inhibition, % at 6.7 µM;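 active = inhibition above the campaign's mean inhibition across all tested compounds plus 3 SD, cut at about 9.5% in these data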;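 note: 0% = DMSO only and 100% = 100 µM cantharidin control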
procasp3 activ = activators of human procaspase-3; recombinant procaspase-3 D3A, Ac-DEVD-pNA absorbance 405 nm; activation, % at 8.5 µM; 330,000 compounds, 0.11% hits;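 active = activation above the mean of all tested compounds plus 3 SD, cut at about 21% in these data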;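 note: 0% = DMSO alone and 100% = DMSO wells spiked with extra 5 µM PC-3 D3A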
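Assay system – Procaspase-3 D3A mutant, all three cleavage aspartates alanine · Controls – DMSO-only low control, 5 µM PC-3 D3A high control · Schedule – 1 h compound preincubation, 2 h substrate hydrolysis at 25 °C · Signal – 405 nm absorbance of p-nitroaniline, reads at 0 and 120 min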
GASC-1 inh = blocks human GASC-1 demethylase activity; inhibition, % at 2.35 µM; 330,000 compounds, 0.069% hits; AID 2099; GST-JMJD2C(1-420) H3K9me3 demethylation, DELFIA europium;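 active = more than half of a compound's replicate wells show inhibition beyond 50%, single wells judged on their own value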;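 note: signal counts dimethyl H3K9 product captured on neutravidin plate; 0% = median of DMSO wells and 100% = 0.3 times that DMSO median; strong numbers were not always called active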
core dimer inh = blocks dimerization of HCV core protein; TR-FRET GST/Flag-core106 dimerization, 1536-well; AID 1899; inhibition, % at 5 µM; 300,000 compounds, 0.33% hits;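 active = inhibition above the mean of all tested compounds plus 3 SD, set per screening campaign, cut at about 45% in these data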
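System: GST/Flag-tagged HCV core106 proteins. Incubation: compound-protein-antibody incubation 4 h at 22.5 °C. Technique: HTRF with 340 nm excitation, 617/671 nm emission. Medium: KF-containing HEPES buffer, pH 7.45, DTT, CHAPS, BSA. Read-out: inhibition (%) from 671 over 617 nm ratio. Also added: Eu(K)-anti-GST 90 ng/mL plus XL665-anti-Flag 1 µg/mL.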
An asterisk follows results filed as active; & = joins results of further samples.

`CC(C)c1ccc(NC(=O)COC(=O)CCC(=O)c2cccs2)cc1` gave GRK2 inh 0, PP1 inh -2, proCasp7 act 0, VLA-4 inh 10, Fh CTSL1 inh -51, PP5 primary 2.3, procasp3 activ 5, GASC-1 inh -4 and core dimer inh 8.
`C#CCOCCOCCOCCNc1nc(N2CCN(C(=O)CCCCCCCCCCNC(=O)[C@H](CCCCN)n3cc(C)nn3)CC2)nc(N2CCN(C(=O)CCCCCCCCCCNC(=O)[C@@H]([C@H](C)O)n3cc(C)nn3)CC2)n1` gave GRK2 inh 0, PP1 inh 7, proCasp7 act 11, VLA-4 inh 6, Fh CTSL1 inh 4, PP5 primary 0.6, procasp3 activ 0 and core dimer inh -2.
For O=C(NCc1ccco1)C(c1ccccc1)N(Cc1cccnc1)C(=O)Cn1nnc2ccccc21 (configuration not stated) the results were GRK2 inh 0, PP1 inh 0, proCasp7 act 5, VLA-4 inh 16, Fh CTSL1 inh 3, PP5 primary 5.3, procasp3 activ -2, GASC-1 inh 7&-9 and core dimer inh 1.
Cc1cccc(C(=O)NCCc2ccc(S(N)(=O)=O)cc2)c1[N+](=O)[O-] was read as GRK2 inh 3, PP1 inh -3, proCasp7 act 9, VLA-4 inh -3, Fh CTSL1 inh 0, PP5 primary -1.0, procasp3 activ 7, GASC-1 inh 1 and core dimer inh 3.
Screening COc1ccc([N+](=O)[O-])cc1C1NN=C(c2ccccc2O)S1 (configuration not stated) returned GRK2 inh 0, PP1 inh 0, proCasp7 act -1, VLA-4 inh 29, Fh CTSL1 inh 2, PP5 primary 0.3, procasp3 activ 0, GASC-1 inh -3 and core dimer inh 20.
For CC1(C)CCCC2=C1CC1C(=O)N(c3ccccc3)C(=O)C1C2 (configuration not stated) the results were GRK2 inh 0, PP1 inh -1, proCasp7 act -10, VLA-4 inh -4, Fh CTSL1 inh 1, PP5 primary 2.7, procasp3 activ 5, GASC-1 inh -17 and core dimer inh -1.
`COC(=O)c1ccc(OC(=O)CN2C(=O)c3ccccc3C2=O)cc1` gave GRK2 inh 0, PP1 inh -5, proCasp7 act 3, VLA-4 inh 9, Fh CTSL1 inh -5, PP5 primary 1.7, procasp3 activ 3, GASC-1 inh -4 and core dimer inh -4.
CCCNC(=O)Cn1c(=O)oc2cc(S(=O)(=O)N3CC(C)CC(C)C3)ccc21 (configuration not stated) was read as GRK2 inh 0, PP1 inh -4, proCasp7 act 5, VLA-4 inh 7, Fh CTSL1 inh 0, PP5 primary -1.7, procasp3 activ 3, GASC-1 inh 1 and core dimer inh 0.
For O=S1(=O)N=C(Nc2nncs2)c2ccccc21 the results were GRK2 inh 4, PP1 inh -2, proCasp7 act -10, VLA-4 inh -2, Fh CTSL1 inh 4, PP5 primary 0.0, procasp3 activ 4, GASC-1 inh 24 and core dimer inh -1.
Screening Cc1cccc(C)c1NC(=S)N(Cc1cccnc1)Cc1ccccc1Cl returned GRK2 inh 1, PP1 inh -3, proCasp7 act 8, VLA-4 inh 2, Fh CTSL1 inh 1, PP5 primary 0.2, procasp3 activ 10, GASC-1 inh -1 and core dimer inh -2.
For Cc1ccc(NS(=O)(=O)c2ccc3[nH]c(=O)c(=O)[nH]c3c2)cc1Cl the results were GRK2 inh 2, PP1 inh 0, proCasp7 act -12, VLA-4 inh -1, Fh CTSL1 inh 3, PP5 primary -0.7, procasp3 activ 6, GASC-1 inh 23 and core dimer inh 3.
For COc1ccc(OC)c(CNS(=O)(=O)c2cc(CN3C(=O)c4cccnc4C3=O)ccc2OC)c1 the results were GRK2 inh 2, PP1 inh -1, proCasp7 act 1, VLA-4 inh 11, Fh CTSL1 inh -5, PP5 primary 0.6, procasp3 activ 11, GASC-1 inh inactive and core dimer inh -1.
`CCC(=O)Nc1cc(C(=O)O)ccc1Sc1ccc(Cl)cc1` gave GRK2 inh 4, PP1 inh -6, proCasp7 act 0, VLA-4 inh -5, Fh CTSL1 inh -1, PP5 primary 2.2, procasp3 activ 6, GASC-1 inh -9 and core dimer inh -3.
For Cc1ccsc1/C=N/Nc1ccc(C(=O)O)cc1 the results were GRK2 inh 2, PP1 inh 2, proCasp7 act -6, VLA-4 inh 5, Fh CTSL1 inh 4, PP5 primary -1.0, procasp3 activ -2, GASC-1 inh -14 and core dimer inh -36.
Screening O=C(Nc1ccc2c(c1)OCO2)C1CCN(S(=O)(=O)c2cccs2)CC1 returned GRK2 inh 0, PP1 inh 1, proCasp7 act -10, VLA-4 inh 3, Fh CTSL1 inh 0, PP5 primary -0.6, procasp3 activ 5, GASC-1 inh -39 and core dimer inh 7.
`N#C/C(=C\c1ccccc1Br)C(=O)NC1CC1` gave GRK2 inh 1, PP1 inh -4, proCasp7 act -3, VLA-4 inh 18, Fh CTSL1 inh 1, PP5 primary 0.9, procasp3 activ -4, GASC-1 inh 3 and core dimer inh 3.
Cc1c(NS(=O)(=O)c2cccc(C(=O)O)c2)c(=O)n(-c2ccccc2)n1C was read as GRK2 inh 9, PP1 inh -3, proCasp7 act 4, VLA-4 inh 5, Fh CTSL1 inh -4, PP5 primary 0.2, procasp3 activ 0, GASC-1 inh 7 and core dimer inh 4.
`CCCCNC(=O)/C(=C\c1ccc([N+](=O)[O-])o1)NC(=O)c1ccccc1` gave GRK2 inh 0, PP1 inh -1, proCasp7 act -3, VLA-4 inh -1, Fh CTSL1 inh 1, PP5 primary -3.0, procasp3 activ -3, GASC-1 inh -21 and core dimer inh -2.
`Cn1cc(/C=C/c2nc3ccccc3c(=O)n2-c2cccc([N+](=O)[O-])c2)c2ccccc21` gave GRK2 inh 0, PP1 inh 3, proCasp7 act 6, VLA-4 inh 0, Fh CTSL1 inh 1, PP5 primary 3.6, procasp3 activ 2, GASC-1 inh -5 and core dimer inh 19.
For COc1ccccc1C(=O)NCC(=O)OCC(=O)Nc1cccc(S(=O)(=O)N(C)C)c1 the results were GRK2 inh 0, PP1 inh -3, proCasp7 act -1, VLA-4 inh 11, Fh CTSL1 inh -14, PP5 primary 1.1, procasp3 activ 3, GASC-1 inh 2 and core dimer inh 0.
`COc1ccc(Nc2cc(C(=O)NCc3ccco3)c3ccccc3n2)c(OC)c1` gave GRK2 inh 0, PP1 inh 0, proCasp7 act -5, VLA-4 inh -10, Fh CTSL1 inh 3, PP5 primary 1.5, procasp3 activ -3, GASC-1 inh -2 and core dimer inh -10.
Screening CCOC(=O)c1c(C)[nH]c(C)c1S(=O)(=O)N(C)CC(=O)NCc1cccc(Br)c1 returned GRK2 inh 0, PP1 inh -4, proCasp7 act -6, VLA-4 inh 8, Fh CTSL1 inh -1, PP5 primary 5.3, procasp3 activ 0, GASC-1 inh 1 and core dimer inh -6.
For Cc1ccc(OCCn2cc(/C=C(\C#N)C(=O)NCC3CCCO3)c3ccccc32)cc1C (configuration not stated) the results were GRK2 inh 0, PP1 inh 4, proCasp7 act -12, VLA-4 inh 5, Fh CTSL1 inh 1, PP5 primary 3.6, procasp3 activ -6, GASC-1 inh -2 and core dimer inh 6.
`O=C(Nc1nnc(-c2cccnc2)s1)c1cccs1` gave GRK2 inh 0, PP1 inh -3, proCasp7 act 4, VLA-4 inh 5, Fh CTSL1 inh 1, PP5 primary 1.3, procasp3 activ 6, GASC-1 inh 18 and core dimer inh 1.
Screening Cn1nnnc1SCc1ccc(C(=O)Nc2nccs2)cc1 returned GRK2 inh 0, PP1 inh -2, proCasp7 act 4, VLA-4 inh -4, Fh CTSL1 inh 15, PP5 primary 2.1, procasp3 activ -6, GASC-1 inh 3 and core dimer inh 1.
For CCN(CC)c1ccc(C(=O)N/N=C/c2ccccc2OC(F)F)cc1 the results were GRK2 inh 1, PP1 inh 5, proCasp7 act -51, VLA-4 inh 8, Fh CTSL1 inh 2, PP5 primary 1.0, procasp3 activ -14, GASC-1 inh 9 and core dimer inh 0.
`CCOC(=O)N1CCC(NC(=O)C(NS(=O)(=O)c2cccc3nsnc23)c2ccccc2)CC1` (configuration not stated) gave GRK2 inh 0, PP1 inh 1, proCasp7 act 2, VLA-4 inh -3, Fh CTSL1 inh 0, PP5 primary 0.7, procasp3 activ -12, GASC-1 inh 8 and core dimer inh 2.
`Cc1ccc(NC(=O)CN(C)C(=O)COC(=O)CNS(=O)(=O)c2ccc(F)c(F)c2F)cc1` gave GRK2 inh 1, PP1 inh -4, proCasp7 act 8, VLA-4 inh -1, Fh CTSL1 inh 12, PP5 primary 1.4, procasp3 activ 0, GASC-1 inh 10 and core dimer inh 0.
For COc1ccc2[nH]c3nc(SCC(=O)Nc4cccc(NC(C)=O)c4)nnc3c2c1 the results were GRK2 inh 1, PP1 inh 7, proCasp7 act -6, VLA-4 inh -7, Fh CTSL1 inh 2, PP5 primary 3.9, procasp3 activ -5, GASC-1 inh -1 and core dimer inh 1.
CC1(C)Cc2noc(N)c2C(C)(C)N1OC(=O)c1cccs1 was read as GRK2 inh 0, PP1 inh -1, proCasp7 act 0, VLA-4 inh 1, Fh CTSL1 inh 0, PP5 primary 1.0, procasp3 activ 3, GASC-1 inh 3 and core dimer inh 2.
O=C(O)COc1ccccc1/C=N/NC(=O)CSc1nc2ccccc2n1Cc1ccccc1Cl was read as GRK2 inh 0, PP1 inh 8, proCasp7 act -1, VLA-4 inh 4, Fh CTSL1 inh -1, PP5 primary 1.5, procasp3 activ 5, GASC-1 inh -6 and core dimer inh 17.
O=C(OCc1nc2scc(-c3ccccc3)c2c(=O)[nH]1)c1ccco1 was read as GRK2 inh 1, PP1 inh -1, proCasp7 act 12, VLA-4 inh 11, Fh CTSL1 inh -3, PP5 primary 0.9, procasp3 activ 2, GASC-1 inh 5 and core dimer inh 5.
Screening Cc1cccc(OCC(=O)NCC(c2cccs2)N2CCOCC2)c1 (configuration not stated) returned GRK2 inh 5, PP1 inh -1, proCasp7 act -3, VLA-4 inh 0, Fh CTSL1 inh -2, PP5 primary -1.2, procasp3 activ 2, GASC-1 inh -5 and core dimer inh 8.

Entries from the list above with a cyano group, in the order listed:
`N#C/C(=C\c1ccccc1Br)C(=O)NC1CC1` gave GRK2 inh 1, PP1 inh -4, proCasp7 act -3, VLA-4 inh 18, Fh CTSL1 inh 1, PP5 primary 0.9, procasp3 activ -4, GASC-1 inh 3 and core dimer inh 3.
For Cc1ccc(OCCn2cc(/C=C(\C#N)C(=O)NCC3CCCO3)c3ccccc32)cc1C (configuration not stated) the results were GRK2 inh 0, PP1 inh 4, proCasp7 act -12, VLA-4 inh 5, Fh CTSL1 inh 1, PP5 primary 3.6, procasp3 activ -6, GASC-1 inh -2 and core dimer inh 6.
